Bioassay records: PubChem BioAssay, Sanford-Burnham Center for Chemical Genomics
HT1080 cytotoxicity – cytotoxicity in HT1080 fibrosarcoma cells, cell-based, fluorescence readout (AID 620); HT1080 viability, fluorescence; higher % means a stronger effect; cytotoxicity, % at 10 µM, or EC50 in µM where a hit was titrated; 0.42% of 87,000 active; in the data active means cytotoxicity above about 50%;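 further: cells exposed to compound overnight then 4 h with Alamar Blue; 0% = vehicle DMSO and 100% = killing control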
An asterisk follows results filed as active. These rows are one share of the data (hit frequency here may not be typical).

Preview, two compounds:
cpd	Structure	HT1080 cytotoxicity
1	CC(NC(=O)c1cc2c(s1)CCCC2)C(C)(C)C (stereo unspecified)	-8%
2	Cc1nn(Cc2ccccc2)c(=O)n1N(C)c1ncc(C(F)(F)F)cc1Cl	-7%

This part in full (from the top)
cpd	Structure	HT1080 cytotoxicity
1	CC(NC(=O)c1cc2c(s1)CCCC2)C(C)(C)C (stereo unspecified)	-8%
2	Cc1nn(Cc2ccccc2)c(=O)n1N(C)c1ncc(C(F)(F)F)cc1Cl	-7%
3	CCCCOC(=O)Nc1cccc(C(=O)OCC)c1	-10%
4	O=c1c(-c2ccco2)[n+]([O-])c2ccccc2n1OCc1ccccc1	1%
5	COc1cc(C)c(CNc2cc(C)cc(C)c2)cc1C	-9%
6	Cn1c(SCC(=O)Nc2nc3ccccc3s2)nnc1-c1ccccc1	-1%
7	O=C(Nc1nnc(C2CCCO2)s1)c1ccc(Br)cc1 (stereo unspecified)	14%
8	CCCNC(=O)CN(c1ccc(F)cc1)S(=O)(=O)c1ccc2c(c1)OCCO2	-14%
9	CCOC(=O)c1cc2sccc2n1CC(=O)O	-8%
10	CCN1C(=O)CSc2ccc(C(=O)NCc3ccc(OC)cc3)cc21	10%
11	O=C1CC(c2ccccc2)Cc2nc(N3CCc4ccccc4C3)ncc21 (stereo unspecified)	-8%
12	S=C1NCCOCCOCCOCCNC(=S)NCCOCCOCCOCCN1	-6%
13	CCN(CC)CCP(=O)(c1ccccc1)c1ccccc1	-8%
14	Cc1ccc(C(=O)NC2CCCCC2)cc1	7%
15	COc1ccccc1OCCCCN1CCN(c2ccccc2OC)CC1	17%
16	COc1ccc(C2=NOC3(CC(=O)N(c4ccc(Cl)cc4)C3=O)C2)c(OC)c1 (stereo unspecified)	-2%
17	COc1ccc(C(=O)N2CCCC(C(=O)N3CCCCCC3)C2)cc1 (stereo unspecified)	20%
18	CSc1nnc2n(Cc3ccccc3)c(=O)c3c4c(sc3n12)COC(C(C)C)C4 (stereo unspecified)	17%
19	O=C1c2ccccc2COc2ccc(O)cc21	-4%
20	COCc1cc(=O)n2[nH]c(-c3ccsc3-n3c(C)ccc3C)cc2n1	9%
21	CCCCc1nc(S(=O)(=O)c2ccc(Cl)cc2)c(N2CCOCC2)o1	-3%
22	Clc1ccc(-c2cn3cccnc3n2)cc1	-6%
23	Cc1cccc2cc(C(c3nnnn3C(C)(C)C)N(Cc3ccco3)CC3CCCO3)c(=O)[nH]c12 (stereo unspecified)	-12%
24	Cc1ccc(NC(=O)CN2C(=O)CSC2=O)cc1	-3%
25	Cc1ccc(-c2cc(-c3ccccc3C)[nH]n2)c(O)c1	19%

Along the list, as entered above.
Entries 9 to 13 in HT1080 cytotoxicity read -8%, 10%, -8%, -6%, -8%

Continuation:
cpd	Structure	HT1080 cytotoxicity
26	CN(C)c1ccc(NC(=O)N2CCOCC2)cc1	3%
27	Cc1cc2c3c(c1)C1(C(=O)N3C(C)(C)CC2C)C(C#N)=C(N)OC2=C1C(=O)CC(C)(C)C2 (stereo unspecified)	16%
28	Oc1ccccc1C1=NOC(O)(C(F)F)C1 (stereo unspecified)	4%
29	S=C(c1ccc[nH]1)N1CCOCC1	-6%
30	COc1ccc(C(C)=O)cc1CSCCC#N	-8%
31	Cc1ccc(C(=O)Nc2cc(Cl)ccc2N2CCCCC2)s1	-6%
32	CCOC(=O)N/N=C\c1ccc([N+](=O)[O-])o1	0%
33	c1ccc2c(c1)ncn2CCOCCOCCn1cnc2ccccc21	-2%
34	COc1cc(C(=O)OCC(=O)NCc2ccccc2)cc(NC(=O)c2ccco2)c1OC	10%
35	CCOC(=O)c1c(-c2ccccc2)oc2ccc(O)c(CN(C)C)c12	0%
36	O=C(O)c1ccc(-n2nnnc2SCc2ccccc2)cc1	-12%
37	Cc1ccnc(Sc2ncccc2[N+](=O)[O-])n1	-11%
38	Cc1ccc(-n2nc(C)c3c(C)cc(=O)[nH]c32)cc1	13%
39	COC(=O)CCCC[C@@H]1SC[C@@H](NC(=O)OC)[C@@H]1NC(=O)OC	-6%
40	O=C(CCN1C(=O)COc2ccccc21)NCCCN1CCc2ccccc2C1	6%
41	CCOC(=O)c1c(C(F)(F)F)nc2ncccn12	6%
42	CCOC(=O)c1c(N)sc(C(C)=O)c1C	2%
43	O=P(O)(CP(=O)(c1ccccc1)c1ccccc1)c1ccccc1O	-12%
44	CN(C)S(=O)(=O)N(CC(=O)N(Cc1ccccc1)Cc1ccccc1)c1ccccc1	-6%
45	Cc1nn(CCC(=O)O)c(C)c1C	-4%
46	Cc1nc2ccccc2c2c1C(=O)N(Cc1cccnc1)C2=O	-16%
47	COC(=O)c1ccc(Oc2nc(C(N)=O)cc(-c3ccccc3)n2)cc1	5%
48	COc1ccc(CNC(=O)CN(Cc2ccc(C)cc2)S(=O)(=O)c2ccc(Cl)cc2)cc1	4%
49	C=CCn1c(SCC(=O)Nc2cccc3ccccc23)nc(O)c(CC)c1=O	-14%
50	OC(CC1CC12c1ccccc1-c1ncccc12)(c1ccccc1)c1ccccc1 (stereo unspecified)	-12%

Exported as labelled records: entries from further up.
#37 Cc1ccnc(Sc2ncccc2[N+](=O)[O-])n1
- HT1080 cytotoxicity = -11%
#26 CN(C)c1ccc(NC(=O)N2CCOCC2)cc1
- HT1080 cytotoxicity = 3%
#31 Cc1ccc(C(=O)Nc2cc(Cl)ccc2N2CCCCC2)s1
- HT1080 cytotoxicity = -6%
#35 CCOC(=O)c1c(-c2ccccc2)oc2ccc(O)c(CN(C)C)c12
- HT1080 cytotoxicity = 0%

New compounds follow.
cpd	Structure	HT1080 cytotoxicity
51	CCNc1nc(Cl)nc(N(NC(C)=O)C(C)CC)n1 (stereo unspecified)	-3%
52	CC(=O)Nc1ccc2c(c1)nc1n2CCOC1	-14%
53	CC(C)C(c1nnnn1C1CCCCC1)N1CCCc2ccccc21 (stereo unspecified)	-5%
54	CCOC(=O)C1CCN(C(=O)c2sc3ncnc(N4CCC(C)CC4)c3c2C)CC1	-20%
55	c1ccc(Cn2ccc(-c3cnc(-c4ccccc4)s3)n2)cc1	16%
56	Cc1ccc(C2=NN3C(C2)c2ccccc2OC32C(=O)Nc3ccccc32)cc1 (stereo unspecified)	-24%
57	CC(C)CC(=O)N1CCN(S(=O)(=O)c2ccccc2)CC1	-3%
58	CCCOP(=O)(c1ccc(N(C)C)cc1)C(O)c1cccnc1 (stereo unspecified)	-7%
59	Cc1ccccc1NC1=C(Cl)C(=O)OC1OC(=O)c1ccco1 (stereo unspecified)	3%
60	CC1SC(c2ccccc2Cl)NC1=O (stereo unspecified)	-8%
61	COc1ccc(OC)c(NC(=O)CSc2ncccn2)c1	-16%
62	Cc1oc(-c2ccccc2Cl)nc1Cn1cccc1C1=NC(c2ccccc2)CO1 (stereo unspecified)	-1%
63	CCCNC(=O)c1ccc(OC)cc1OC	20%
64	CCN1CCN(C(=O)c2c(-c3c(F)cccc3Cl)noc2C)CC1	8%
65	COc1cccc(C(=O)NC2CCN(CC(=O)Nc3nccs3)CC2)c1	-12%
66	CC(=O)Cn1cnc2sc(-c3ccccc3)cc2c1=O	7%
67	O=C(O)C1CC=CCC1C(=O)N1CCN(c2nc(-c3ccccc3Cl)c3cc(Br)ccc3n2)CC1 (stereo unspecified)	-8%
68	CC(Cc1ccccc1)NC(=O)CSc1nc2nc3c(cc2c(=O)n1-c1ccccc1)COC(C)(C)C3 (stereo unspecified)	-9%
69	COC(=O)c1cn(NC(=O)c2ccc(F)cc2)c(=O)c2ccccc12	9%
70	CCOC(=O)c1nnn(-c2ccc(OC)cc2)c1N	-11%
71	CSC1=N/C(=C\c2cccc(F)c2)C(=O)S1	-4%
72	CC(C)Sc1nc(-c2ccccc2)cc(=O)[nH]1	17%
73	CCCc1cc(-c2n[nH]c(C(=O)OCC)c2-c2cscn2)c(O)cc1O	1%
74	CCCc1cc(O)c2c(C)cc(=O)oc2c1	10%
75	CN1CCCC1CCNS(=O)(=O)c1ccc(Br)cc1 (stereo unspecified)	14%

(further entries)
cpd	Structure	HT1080 cytotoxicity
76	Cc1ccc(-c2nnc(SCC#CCOC(=O)c3ccco3)o2)cc1	-6%
77	CCC(C)(C)NC(=O)CN(Cc1cccs1)C(=O)CNS(=O)(=O)c1ccc(C)cc1	22%
78	COc1ccc(/C(N)=N/OC(=O)CSc2ccc(C)cc2)cc1	6%
79	COc1ccc(C(=O)NC(C)c2nnc(SCC(=O)Nc3nc(C)cs3)n2C)cc1 (stereo unspecified)	2%
80	CC1=CC(C)(C)N2C(=O)C3(C(C#N)=C(N)Oc4cc(O)ccc43)c3c(C)c(C)cc1c32 (stereo unspecified)	-3%
81	CS(=O)(=O)Nc1ccc(C(=O)NCCSC2CCCCC2)cc1	-2%
82	CCCCSc1ncc(C(=O)OCC)c(N)n1	-4%
83	CCCCC(=O)NC(=S)NNC(=O)CC#N	2%
84	Cc1cc(=O)oc2cc(OCC(=O)N3CC(C)OC(C)C3)ccc12 (stereo unspecified)	-4%
85	COC(=O)CSC1=C(C#N)C(c2ccc3c(c2)OCO3)C2=C(CCCC2=O)N1 (stereo unspecified)	-12%
86	CSCCOC(=O)C1=C(C)Nc2ccc(C)cc2S1	4%
87	CN(C(=O)CSc1nnc2ccccn12)C1CCS(=O)(=O)C1 (stereo unspecified)	22%
88	CCOC(=O)c1c(C)[nH]c(C)c1C(=O)CSc1nnc(-c2ccc(OC(F)F)cc2)o1	1%
89	CCC(=O)Nc1nnc(SCc2ccc(F)cc2)s1	-2%
90	O=C(NCc1ccco1)c1nc2c(nnn2Cc2cccc(Cl)c2)c(=O)[nH]1	-4%
91	Nn1c(Cc2cccc3ccccc23)nnc1SCC(=O)N1CC(=O)Nc2ccccc21	-1%
92	CN(C)CCn1c(NC(=O)c2ccc(Cl)cc2)nc2ccccc21	45%
93	Cc1cccc(CSc2nnnn2-c2ccccc2)c1	-17%
94	COc1cc2c(cc1OC)CN(C(=O)CCCOc1ccc(Cl)cc1Cl)CC2	-12%
95	O=C(CCN1CCCCCC1)Nc1cccc(F)c1	-1%
96	CCN(CC)C(=O)N1CCc2ccccc2C1CN1C(=O)c2ccccc2C1=O (stereo unspecified)	0%
97	CC(C)CC(C(=O)OCC(=O)Nc1ncc(Cl)cc1Cl)N1C(=O)c2ccccc2C1=O (stereo unspecified)	-11%
98	CCCc1cc2c(=O)c(-c3ccc4c(c3)OCCO4)coc2cc1OC(=O)c1ccco1	-1%
99	Cc1cc(=O)n2[nH]c(-c3ccco3)nc2n1	-2%
100	CCOc1ccc(NC(=O)c2cnccn2)cc1	-17%

Further results.
cpd	Structure	HT1080 cytotoxicity
101	CN(/N=C/c1c[nH]c2ccccc12)c1cnn(-c2ccc(F)c(Cl)c2)c(=O)c1Cl	-8%
102	O=C(CSC(=S)N1CCOCC1)N1N=CCC1c1ccccc1 (stereo unspecified)	-15%
103	CCN(CC(=O)Nc1ccc(N2CCOCC2)cc1)Cc1nc2ccccc2c(=O)[nH]1	-3%
104	CCOc1ccc(OCCOCCn2ccnc2)cc1	-3%
105	Cc1nnc(SCC(N)=O)n1CCc1ccccc1	-3%
106	Cc1ccc(Nc2nnns2)cc1	-10%
107	CC(/C=C/c1ccc(O)cc1)=N/O	-4%
108	CCOC(=O)c1ccc2c(c1)nc(COc1ccc(OC)cc1)n2CC	-6%
109	Cc1cccc(CN2CCC(C(N)=O)CC2)c1	-6%
110	CCCOC(=O)c1c(NC(=O)CSc2nc(-c3ccco3)cc(C(F)(F)F)n2)sc(C(=O)OC)c1C	-5%
111	Cc1ccc2[nH]c3c(=O)n(Cc4ccccn4)cnc3c2c1	-12%
112	Cc1nnc(SC2CC(=O)N(c3ccccc3)C2=O)s1 (stereo unspecified)	-12%
113	COc1ccc(/C=N\NS(=O)(=O)c2ccc(C)cc2)cc1COc1ccccc1[N+](=O)[O-]	2%
114	CCN(CC)c1cc2nc(C)n(Cc3ccccc3)c(=O)c2cc1NC(=O)C1CC1	-6%
115	Cc1ccc(OCC(=O)Nc2oc(-c3ccccc3)c(-c3ccccc3)c2C#N)cc1	-10%
116	COc1ccccc1CC(NC(C)=O)C(=O)N1CCN(C(=O)c2cccs2)CC1 (stereo unspecified)	1%
117	N/C(=N\OC(=O)c1ccco1)c1cccc(Br)c1	6%
118	CC1CCC(C(C)C)C(OC(=O)CSc2nnc(N)s2)C1 (stereo unspecified)	-4%
119	COc1cc2[nH]c(=O)n(CCC(=O)N3CC=C(c4ccccc4)CC3)c(=O)c2cc1OC	0%
120	COCCNC(=O)C(=O)Nc1ccc(Br)cc1	13%
121	COc1ccc(C(=O)c2ccccc2Cl)cc1	-9%
122	Cc1ccc(C(=O)N2CCCC2)cc1Br	-3%
123	Cc1ccc(NC(=S)/C(=C(\[O-])c2ccc(C)c([N+](=O)[O-])c2)[n+]2ccccc2)cc1C	-6%
124	NC(=O)CN1CCOCCOCCOCCOCCOCC1	-7%
125	COc1cc(OC)cc(C(=O)Nc2ccccc2C(=O)N2CCCC2)c1	-1%

Remaining list, next part.
cpd	Structure	HT1080 cytotoxicity
126	COc1cc(CNn2nnnc2N)ccc1OCC(=O)NC(C)(C)C	-14%
127	Cc1ccccc1CSCC(=O)NC1CCCC1	-23%
128	CCC(C)(C)c1ccc(OCCN2C(=O)NC(C)(C)C2=O)cc1	-9%
129	CCOC(=O)c1ccc(NC(=O)CN(c2ccc(C)cc2)S(=O)(=O)c2c(C)nn(C)c2C)cc1	4%
130	Cc1cnc(Sc2ncccc2[N+](=O)[O-])nc1	-7%
131	CCS(=O)(=O)N1CCN(C(=O)c2ccccc2)CC1	9%
132	COc1ccc(S(=O)(=O)N(C)CC(=O)Nc2ccccc2C(F)(F)F)cc1Cl	1%
133	Cc1ccc(OCc2nnc(NC(=O)OCC(C)C)s2)cc1	-9%
134	CCc1nnc(SCC(=O)NC2CCCC2)nc1CC	7%
135	CCOC(=O)N1CCN(S(=O)(=O)c2ccc(OCC(=O)OC)c(Cl)c2)CC1	-7%
136	COCCCNC(=O)CC(NS(=O)(=O)c1ccc(C)cc1)c1ccc(OC)cc1 (stereo unspecified)	-5%
137	c1ccc(C2=Nc3ccccc3OC2)cc1	1%
138	CCc1cc2c(=O)[nH]c(N3CCOCC3)nc2s1	8%
